Screening results as filed in PubChem BioAssay.
All columns: NCI-60 one-dose screen, growth in % after 48 h at 10 µM unless noted; 100 = growth as untreated, 0 = no growth, -100 = all killed.
MALME-3M = MALME-3M melanoma. 78,000 tested, 5.8% active. AID 1794766
LOX IMVI = LOX IMVI melanoma | 79,000 tested, 7.4% active | AID 1794757
SK-MEL-5 = SK-MEL-5 melanoma. 80,000 tested, 6.4% active
HS 578T = HS 578T breast cancer; 78,000 tested, 4.1% active; AID 1794788
SK-MEL-28 = SK-MEL-28 melanoma; 81,000 tested, 4.1% active; AID 1794761
T-47D = T-47D breast cancer; 79,000 tested, 5% active
SK-MEL-2 = SK-MEL-2 melanoma; 77,000 tested, 4.7% active
UACC-257 = UACC-257 melanoma. AID 1794764. 78,000 tested, 4.4% active
Starred values were filed as active, the others as inactive; nt = no result given; & = joins results of further samples; [ ] = dose if it differs, or a comment. How the source made its calls: active means growth percent below 10; inactive means the rest. Outcome played no part in choosing rows; overall some 11% were active at least once.

SMILES	MALME-3M	LOX IMVI	SK-MEL-5	HS 578T	SK-MEL-28	T-47D	SK-MEL-2	UACC-257
CC1=NN(c2cccc(Cl)c2)C(=O)/C1=C/c1ccc2c(c1)Cc1ccccc1-2	107	101	nt	112	108	95	113	103
COc1ccc(C2C(N)=NNC2c2cccc(O)c2)cc1 (stereo not given)	88	98	101	110	108	101	88	107
COc1cc(C(=O)NCC(=O)O)cc(OC)c1OC	105	94	105	128	111	nt	106	100
CC(=O)[C@H]1CC[C@]2(C)[C@@H]1CC[C@@H]1[C@@]3(C)CC[C@H](OCCC#N)C(C)(C)[C@@H]3CC[C@]12C	85	96	85	89	95	74	98	102
COc1cc(-c2nn(-c3cccc(NC(=O)c4ccc(N5CCOCC5)c(C(F)(F)F)c4)c3)cc2-c2ccncc2)ccc1Cl	36	14	3.4*	-14*	28	27	-8.8*	24
Fc1ccc(Nc2nc3nonc3nc2Nc2ccc(I)cc2)cc1	-26*	-27*	-73*	9.0*	17	-27*	-40*	-24*
CC(=O)[C@@]1(O)CC[C@H]2[C@@H]3CC[C@@]4(C)C[C@@H](O)CC[C@]4(C)[C@H]3C(=O)C[C@@H]21	89	100	93	88	110	86	nt	91
C/C(=N/O)c1ccc(F)cc1	130	69	89	96	126	91	7.9*	95
COc1ccc(/C=N/C2=C(C#N)C(c3ccc(OC)cc3)c3ccc4ccccc4c3O2)cc1 (stereo not given)	74	73	70	84	80	74	84	92
CC(C)C[C@@H](CO)N(Cc1ccccc1)S(=O)(=O)N(Cc1ccccc1)[C@@H](CO)CC(C)C	115[1 µM]	101[1 µM]	111[1 µM]	103[1 µM]	nt	94[1 µM]	118[1 µM]	99[1 µM]
COc1ccc2cc(C(C)C(=O)Nc3ccc(S(=O)(=O)Nc4nccs4)cc3)ccc2c1 (stereo not given)	100	90	105	107	107	99	102	nt
O=S(=O)(O)c1cc(I)c(O)c(I)c1	99	nt	100	nt	105	98	102	97
Cc1ccc2nc(COc3ccc(C(=O)NNC(=S)Nc4ccccc4)cc3)[nH]c2c1	111	87	82	89	98	47	85	96
O=C(CCl)n1nnnc1-c1ccccc1	111	77	104	98	104	86	91	94
CCOC(=O)N/N=C/c1cc(Cl)ccc1O	114	69	97	nt	98	108	111	101
O=C(/C=C/c1ccc(-c2ccccc2)cc1)c1nc2ccccc2n1Cc1ccccc1	94	nt	98	nt	101	68	95	94
C=CCOC(=O)c1ccccc1C(=O)OCC=C	109	94	107	nt	100	86	113	122
CC(=O)OCC(=O)[C@@]1(O)CC[C@H]2[C@@H]3CCC4=CC(=O)C=C[C@]4(C)[C@H]3[C@@H](O)C[C@@]21C	118	91	96	121	110	113	125	120
CSc1nc(N)c(N=Nc2ccc(S(=O)(=O)Nc3nccs3)cc2)c(=O)[nH]1	94	95	103	96	110	89	nt	100
CC(=O)c1cc(-c2ccc3ccccc3c2)nc2ccccc12	155	98	110	106	126	96	93	nt
COc1cc(OC)cc(-c2ccc(-c3ccc(C(=N)N)cn3)o2)c1	-80*	-89*	-96*	-12*	-95*	-57*	-77*	-81*
CCN(CC)CCOCCOC(=O)C(CC)(CC)c1ccccc1	113	88	89	85	99	97	107	98
CN1CCN(c2ncccc2CNC(=O)[C@@H]2CCCN3CCCC[C@H]23)CC1	124	103	98	114	121	91	112	101
COc1ccc(C(=O)NNC(=O)c2ccc3ccccc3c2)cc1	nt	104	108	nt	117	103	108	106
Cc1cc(NC(=O)c2ccccc2)c(Cl)cc1N	103	98	97	109	124	98	nt	100
CCCCOP(=O)(OCCCC)C1(C)CC(=O)CC(C)(C)C1 (stereo not given)	97	94	101	101	112	103	98	121
CN(N=C(c1ccccc1)c1ccccc1)c1ccccc1	nt	92	103	106	114	83	87	102
Clc1ccccc1/C=C/c1ccc2ccccc2n1	91	84	89	89	101	62	107	nt
Cc1c(O)c(=O)ccn1C	102	97	nt	113	107	107	105	99
Cc1cc(C)c2ccc(=O)[nH]c2n1	95	96	102	122	111	97	109	99

An excerpt of these results, as comma-separated lines:
mol,MALME-3M,LOX IMVI,SK-MEL-5,HS 578T,SK-MEL-28,T-47D,SK-MEL-2,UACC-257
Cc1cc(NC(=O)c2ccccc2)c(Cl)cc1N,103,98,97,109,124,98,nt,100
CCCCOP(=O)(OCCCC)C1(C)CC(=O)CC(C)(C)C1 (stereo not given),97,94,101,101,112,103,98,121
CN(N=C(c1ccccc1)c1ccccc1)c1ccccc1,nt,92,103,106,114,83,87,102
Clc1ccccc1/C=C/c1ccc2ccccc2n1,91,84,89,89,101,62,107,nt
Cc1c(O)c(=O)ccn1C,102,97,nt,113,107,107,105,99
Cc1cc(C)c2ccc(=O)[nH]c2n1,95,96,102,122,111,97,109,99

Full records from above:
Listed for `CCCCOP(=O)(OCCCC)C1(C)CC(=O)CC(C)(C)C1` (stereo not given) → MALME-3M: 97; LOX IMVI: 94; SK-MEL-5: 101; HS 578T: 101; SK-MEL-28: 112; T-47D: 103; SK-MEL-2: 98; UACC-257: 121
Listed for `Cc1c(O)c(=O)ccn1C` → MALME-3M: 102; LOX IMVI: 97; SK-MEL-5: nt; HS 578T: 113; SK-MEL-28: 107; T-47D: 107; SK-MEL-2: 105; UACC-257: 99

Next structures follow:
SMILES	MALME-3M	LOX IMVI	SK-MEL-5	HS 578T	SK-MEL-28	T-47D	SK-MEL-2	UACC-257
C/C=C/C1C(/C=N/Nc2ccccc2)C(C#N)(C#N)C1(C#N)C#N (stereo not given)	95	63	97	95	98	72	82	90
COc1ccc(/C=C2\N=C3N(NC(SC)=C(C#N)C(=N)N3c3ccccc3)C2=O)cc1	111	94	97	102	110	nt	105	117
CN(C)c1ccc(/C=C2/C=C(c3ccc(Cl)c(Cl)c3)OC2=O)cc1	97	92	99	97	110	91	106	97
COc1ccc(/C=N/Nc2ccccc2)cc1	89	68	73	96	107	68	87	81
Cc1cnc(C(=O)NCCc2ccc(S(=O)(=O)NC(=O)NC3CCCCC3)cc2)cn1	102&107	99&92	104&114	105&114	113&93	91&119	105&122	114&101
O=C1NC(=S)NC(=O)C1=Cc1ccccc1C(=O)O	107	100	98	100	110	114	101	90
O=C(CCN1CCC2CCC(C2)C1)c1ccc(F)cc1 (stereo not given)	nt	91	118	113	119	102	99	113
N#CC1(C#N)C(/C=C/c2ccco2)OC23CCCCC2C1(C#N)C(=N)O3 (stereo not given)	96	92	98	93	109	95	99	101
NS(=O)(=O)c1ccc(N2C(=O)c3ccc(C(=O)O)cc3C2=O)cc1	96	99	100	93	107	94	94	95
CCN1CC(=O)N(/N=C2\C(=O)Nc3ccccc32)C1=S	91	86	79	83	111	74	93	103
NS(=O)(=O)c1ccc(NCc2nc(NC(=O)c3ccncc3)c3ccccc3n2)cc1	97	95	nt	95	113	95	101	nt
C#C[C@]1(O)CC[C@H]2[C@@H]3CC=C4c5sc(Nc6cccc(C)n6)nc5CC[C@]4(C)[C@H]3CC[C@@]21C	5.1*	nt	3.5*	-16*	-55*	38	-9.3*	-35*
CCOC(=O)c1cc(=O)c2ccc(OCc3ccccc3)cc2o1	112	100	105	99	117	102	102	92
CC(C)C[C@@H](NC(=O)[C@@H](Cc1ccccc1)NC(=O)c1cnccn1)B1O[C@H]2[C@H](O)[C@@H](C(=O)NCCCC[C@@H]3NC(=O)[C@@H](Cc4ccccc4)NC(=O)[C@H](CC(=O)O)NC(=O)CNC(=O)[C@H](CCCN=C(N)N)NC3=O)O[C@@H](CN)[C@H]2O1	-21*	-86*	nt	4.8*	-30*	-70*	-39*	-28*
C[C@@H](O)[C@H]1CC[C@H]2[C@@H]3CCC4=CC(=O)C[C@]4(C)[C@H]3CC[C@]12C	105	99	nt	104	110	105	111	128
Oc1ccc(CN2CCC(N3CCOCC3)CC2)c2cccnc12	-1.0*	15	-46*	24	39	16	-6.6*	7.5*
CCOC(=O)CSc1nc2sc(C(N)=O)c(C)c2c(=O)n1Cc1ccccc1	nt	nt	nt	100	116	92	109	115
COc1cc(CCC(N)c2cccc(O)c2)cc(OC)c1OC (stereo not given)	108	108	106	nt	110	86	103	102
C#CC(=O)Nc1cccc2c1cc(C)n2-c1nc2c(c(NCc3ccccc3)n1)CCCC2	-64*	-66*	-96*	-7.5*	-58*	-41*	-74*	-73*
CCOc1ccc2nc(NCc3ccncc3)sc2c1	106	109	94	101	103	91	108	107
COc1cc2cc(NCc3cccc(Cl)c3)nc(C)c2cc1OC	81	0.9*	43	76	33	53	39	70
COc1cc(NC(=O)CCSc2nc3ccc(Cl)cc3c(=O)n2-c2ccc(F)cc2)cc(OC)c1OC	96	77	81	67	94	73	93	75
O=S(=O)(Oc1ccc(-c2cn3ccsc3n2)cc1)C1CCCCC1	86	75	80	107	96	83	108	106
OC1(C2(O)c3ccccc3Oc3ccccc32)c2ccccc2Oc2ccccc21	126	94	99	100	106	92	112	107
CN(C)CCS(=O)(=O)Nc1cc(-c2ccc3ncnc(Nc4ccc(F)c(Cl)c4)c3c2)cnc1Cl	-23*	-58*	-72*	-7.5*	-32*	-27*	-53*	-0.2*
N#CC(C#N)C(C#N)C#N	114	104	103	102	110	88	109	86
CNc1ncc(-c2ccc(C(F)(F)F)cc2)c(NC2CCCCCC2)n1	61	86	75	100	88	46	nt	73
COc1cccc(-c2nc(-c3ccc(NC(C)=O)cc3)[nH]c2-c2ccnc(Br)c2)c1	72	71	80	95	80	53	89	83
Clc1cnc2ccccc2c1	98	97	93	90	109	103	108	109
CCCOc1nc(SCCC)nc2c1cnn2-c1ccccc1	119	110	106	126	122	115	87	113
COC(=O)c1ccc([N+](=O)[O-])c(C)c1	97	107	109	nt	102	102	116	101
CCOC(=O)C[n+]1ccc(C(=O)c2cc3ccccc3[nH]2)cc1	106	92	102	104	108	91	88	117
O=C(c1ccco1)C(O)c1ccco1 (stereo not given)	137	104	120	96	111	124	nt	98
NC(=O)NC[C@H](N)C(=O)O	93[20 µM]	102[20 µM]	99[20 µM]	109[20 µM]	106[20 µM]	97[20 µM]	99[20 µM]	101[20 µM]
NCCN1CCN(c2nccc(-c3ccc4ccccc4c3)n2)CC1	60	-65*	55	64	-43*	43	77	68
Nc1ccc(CCCCc2ccc(Cl)cc2Cl)cc1	92	114	94	122	104	83	96	89
O=C(Nc1cc(F)ccc1F)c1cc2c(=O)n3ccccc3nc2s1	121	93	106	131	113	96	95	nt
COc1cnc2c(c1)C(=O)c1c-2n(CCCN2CCNCC2)c(=O)c2cc(Cl)ccc12	-52*	-85*	45	66	-88*	59	44	22
O=c1/c(=C/C=C/c2ccccc2)sc2nc3ccccc3n12	101	101	101	100	97	99	109	108
CC(=O)c1cc(C(=O)c2ccccc2)n2c1ccc1ccccc12	131	97	104	94	122	83	117	118
CC[C@H]1O[C@H](SC(NC(=O)c2ccccc2)=C(C#N)C#N)[C@H](C)[C@H](C)[C@H]1C	97	95	99	98	102	95	98	94
O=S(=O)(Nc1nccs1)c1ccccc1	80	100	95	100	101	96	105	97
CN1CN(C2CCCCC2)CSC1=S	86	86	89	92	104	82	90	89
NC(=S)N/N=C/c1ccc(OCc2ccccc2)cc1	56	82	86	81	80	21	54	61
CN(C)c1ccc(/C=N/C2=NNC(C)(c3ccccc3O)N2C(Cc2c[nH]c3ccccc23)C(=O)O)cc1 (stereo not given)	101	92	85	98	98	73	89	90
O=C1OCC2=C1C(c1cccc(Br)c1)c1cc3c(cc1N2CCO)CCC3 (stereo not given)	nt	16	-13*	6.9*	62	72	nt	nt
CCN(CC)CCOC(=O)c1ccc(NC(=O)OCCCOC(=O)Nc2ccc(C(=O)OCCN(CC)CC)cc2)cc1	96	92	94	90	101	92	115	nt
Cc1cc2cc3c(=O)[nH]c(=O)cc-3n(CC(O)C(O)C(O)CO)c2cc1C (stereo not given)	104	100	110	101	114	95	120	110
CC(C)NC(=O)N1C(=O)CCC1C(=O)NCc1ccc(Cl)cc1Cl (stereo not given)	101	95	99	97	105	94	81	nt
COC(=O)c1ccc(N=Cc2cc3ccccc3[nH]c2=O)cc1	105	95	105	102	112	102	113	95
COc1c(F)cccc1/C=C/C(=O)/C=C(O)/C=C/c1cccc(F)c1OC	88	88	104	108	105	92	102	84
C/C(Cc1ccc(Cl)cc1)=C(\c1ccc(OCCCN(C)C)cc1)c1ccc(OC(=O)c2ccccc2)cc1	89	100	98	90	96	57	100	96
Cn1cc(-c2nc(-c3c[nH]c4ncccc34)cs2)c2cc(Cl)ccc21	nt	nt	83	62	80	39	60	56
COC(=O)[C@H](CCCCNC(=O)OC(C)(C)C)Nc1nc(N)nc(N(C)C2CCCCC2)c1C=O	nt	105	89	110	108	101	110	99
CC(C(=O)n1cc(-c2ccccc2)c(-c2ccccc2)c1)c1ccccc1 (stereo not given)	108	98	99	115	112	93	104	95
O=c1cc(N2CCN(Cn3cncn3)CC2)c2ccccc2n1-c1ccccc1	115	98	101	106	112	99	97	105
Brc1ccc2[nH]cc(-c3nn4cc(-c5ccccc5)nc4s3)c2c1	76	44	83	66	94	39	86	98
CC/C(=N\NS(=O)(=O)c1ccc(C)cc1)c1ccc(OC)c(C)c1	100	97	99	106	113	98	103	102
O=c1[nH]cnc(O)c1[N+](=O)[O-]	126	103	104	95	120	102	110	105
Nc1nc(Nc2cccc(Cl)c2)c2c(n1)-c1ccoc1CC2	121	101	92	113	94	70	91	88
CC1(C)OB(c2ccc(Cn3cc(F)c(=O)[nH]c3=O)cc2)OC1(C)C	97	98	98	100	99	102	113	103
COC(=O)[C@]1(C)CCC[C@]2(C)[C@H]3C[C@H]4[C@H]5[C@@H]6C/C(=C\c7ccco7)C(=O)[C@H]5[C@@]3(CC[C@H]21)C[C@@]4(C(C)C)O6	78	95	89	100	98	77	105	95
Cc1ccc(C(=O)c2ccc(CC(=O)N=Nc3c(O)[nH]c4ccc(Br)cc34)n2C)cc1	111	89	96	100	102	75	91	105
